ZTA counter – ZTA (EBV) inhibition in EBNA-1 counter-screen; P03206; 0.15% of 320,000 active; ZTA-DNA binding, fluorescence polarization; AID 2234; inhibition, % at 11 µM; in the data active means inhibition above about 33%
Target sequence (P03206 whole entry, looked up): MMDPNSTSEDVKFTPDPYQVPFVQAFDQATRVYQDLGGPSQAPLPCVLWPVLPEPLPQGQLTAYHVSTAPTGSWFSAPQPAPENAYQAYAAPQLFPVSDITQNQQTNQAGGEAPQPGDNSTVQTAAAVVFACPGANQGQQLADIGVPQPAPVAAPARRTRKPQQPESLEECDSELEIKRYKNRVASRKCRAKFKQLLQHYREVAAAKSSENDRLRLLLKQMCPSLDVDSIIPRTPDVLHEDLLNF
LYPLA1 counter – LYPLA1 inhibitors, primary screen, counter-screen for PME1 inhibitor project, biochemical, fluorescence polarization, FP-Rh probe ABPP; 0.16% of 320,000 active; AID 2174, 2009; inhibition, % at 5.9 µM; Acyl-protein thioesterase 1 (Homo sapiens), O75608; recombinant LYPLA1;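 active means inhibition above the mean of all tested compounds plus 3 SD, set per campaign, cut at about 14% in these data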;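 further: inhibitors block serine hydrolase probe labeling of LYPLA1 so polarization falls; 0% = enzyme with DMSO and 100% = wells lacking LYPLA1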
Target sequence (O75608 whole entry, looked up): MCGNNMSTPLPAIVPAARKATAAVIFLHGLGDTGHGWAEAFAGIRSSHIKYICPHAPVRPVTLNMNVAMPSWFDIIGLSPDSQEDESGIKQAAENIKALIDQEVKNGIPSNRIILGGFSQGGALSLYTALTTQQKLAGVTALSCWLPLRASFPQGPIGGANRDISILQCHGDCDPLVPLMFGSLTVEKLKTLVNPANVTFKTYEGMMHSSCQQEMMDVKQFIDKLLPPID
PAFAH1B3 inh – PAFAH1B3 enzyme inhibitors, primary screen, biochemical, fluorescence polarization, human; Platelet-activating factor acetylhydrolase IB subunit alpha1 (Homo sapiens), Q15102; recombinant PAFAH1B3, FP-rhodamine probe; inhibition, % at 3.39 µM; 0.28% of 340,000 active;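 active means inhibition above the screen-wide average of all tested compounds plus 3 SD, cut at about 25% in these data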;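 further: 0% = enzyme with DMSO only and 100% = wells lacking PAFAH1B3 protein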
Target sequence (Q15102 whole entry, looked up): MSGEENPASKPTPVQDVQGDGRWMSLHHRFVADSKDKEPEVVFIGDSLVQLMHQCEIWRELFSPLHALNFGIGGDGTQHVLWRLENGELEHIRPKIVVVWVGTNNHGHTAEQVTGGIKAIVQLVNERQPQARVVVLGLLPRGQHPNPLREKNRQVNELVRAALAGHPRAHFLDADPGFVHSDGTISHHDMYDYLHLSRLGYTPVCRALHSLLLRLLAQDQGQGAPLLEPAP
PREPL inh – PREPL enzyme inhibitors, primary screen, biochemical, fluorescence polarization | Prolyl endopeptidase-like (Homo sapiens), Q4J6C6 | recombinant PREPL, fluorescence polarization activity-based probe | inhibition, % at 5.96 µM | 0.68% of 320,000 active | AID 2751, 2010; in the data active means inhibition above about 43%;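 further: 0% = enzyme with DMSO and 100% = wells lacking enzyme; many of its hits are not listed in these tables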
PAD4 FP inh – human PAD4 inhibitors, primary screen, biochemical, fluorescence polarization, 1536-well format | Protein-arginine deiminase type-4 (Homo sapiens), Q9UM07 | recombinant PAD4, RCA probe fluorescence polarization | inhibition, % at 6.36 µM | 0.41% of 330,000 active | AID 485272, 2010;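 active means percent inhibition above a cutoff equal to the mean of all tested compounds plus 3 SD, cut at about 15% in these data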;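 further: 0% = PAD4 with RCA probe and DMSO and 100% = probe without PAD4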
GSTO1 inh – inhibitors of recombinant GSTO1, primary screen, counter-screen for RBBP9 inhibitor project, biochemical, fluorescence polarization. activity-based probe fluorescence polarization. inhibition, % at 5.96 µM. Glutathione S-transferase omega-1 (Homo sapiens), P78417. 1.1% of 300,000 active;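 active means inhibition above the campaign mean inhibition plus 3 SD, cut at about 35% in these data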;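 further: 0% = GSTO1-1 with DMSO and 100% = wells lacking GSTO1-1 enzyme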
PAFAH2 inh – PAFAH2 enzyme inhibitors, primary screen, biochemical, fluorescence polarization, human; Platelet-activating factor acetylhydrolase 2, cytoplasmic (Homo sapiens), Q99487; recombinant PAFAH2, FP-rhodamine activity probe; inhibition, % at 3.39 µM; 0.99% of 340,000 active;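 active means inhibition above the mean over all tested compounds plus 3 SD, cut at about 30% in these data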;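 further: inhibitors block probe labeling of enzyme so polarization drops; 0% = enzyme with DMSO and 100% = wells lacking PAFAH2 protein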
EBNA-1 inh – EBNA-1 DNA-binding inhibitors, primary screen, biochemical, fluorescence polarization. 0.34% of 300,000 active. inhibition, % at 14.8 µM. AID 1950, 2009; in the data active means inhibition above about 28%
LYPLA2 counter – LYPLA2 inhibitors, primary screen, counter-screen for PME1 inhibitor project, biochemical, fluorescence polarization, FP-Rh probe ABPP. AID 2177, 2009. Acyl-protein thioesterase 2 (Homo sapiens), O95372. inhibition, % at 5.9 µM. recombinant LYPLA2. 0.38% of 320,000 active;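 active means inhibition above the screen-wide mean plus 3 SD, limit set per campaign, cut at about 26% in these data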;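 further: 0% = LYPLA2 with DMSO and 100% = wells lacking LYPLA2 enzyme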
Target sequence (O95372 whole entry, looked up): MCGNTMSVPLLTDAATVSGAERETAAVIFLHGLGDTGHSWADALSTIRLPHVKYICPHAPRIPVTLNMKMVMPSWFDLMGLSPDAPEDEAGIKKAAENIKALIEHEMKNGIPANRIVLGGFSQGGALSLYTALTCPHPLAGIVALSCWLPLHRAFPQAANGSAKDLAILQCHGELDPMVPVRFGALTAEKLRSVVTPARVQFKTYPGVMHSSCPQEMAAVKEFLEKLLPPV
Active calls of the source: *; / = not tested or not shown.

SMILES	ZTA counter	LYPLA1 counter	PAFAH1B3 inh	PREPL inh	PAD4 FP inh	GSTO1 inh	PAFAH2 inh	EBNA-1 inh	LYPLA2 counter
Cc1cc(C)c(S(=O)(=O)c2ccccc2C)c(Oc2ccccc2)n1	-6	0	9	0	-4	4	7	-2	-5
Nc1c(C(=O)OCC(=O)Nc2ccc(OC(F)F)cc2)[nH]c(=O)[nH]c1=O	0	1	-1	7	0	/	6	/	3
COc1ccccc1CNC(=O)c1c(-c2ccccc2)nn(-c2ccccc2)c1C	6	2	1	0	-2	4	3	5	4
CC1(C(=O)OCC(=O)Nc2ccc(Cl)cn2)CC1(Cl)Cl (stereo unspecified)	/	/	0	19	-4	/	24	/	/
CC(=O)Nc1ccc(-c2sc(Nc3ccccc3)n[n+]2C)cc1	-11	-3	3	21	1	-3	-8	10	1
CSc1nnc(C)c(=O)n1COC(=O)/C=C/c1ccc2c(c1)OCO2	9	1	0	19	1	11	1	0	8
Cc1ccc(CCN2CC(C(=O)NCCCN3CCC(C)CC3)CC2=O)cc1 (stereo unspecified)	-17	-5	6	26	-3	-7	2	-21	-3
CC(=O)NCc1ccc(S(=O)(=O)N2CCCN(C)CC2)cc1	-3	0	8	8	-4	2	2	-1	-3
O=C(Cc1cccc(C(F)(F)F)c1)Nc1cc(S(=O)(=O)N2CCOCC2)ccc1N1CCCC1	1	5	10	26	-2	/	-1	/	-4
CCCCn1c(N)c(N(CCOC)C(=O)c2cnccn2)c(=O)[nH]c1=O	-13	1	3	-2	-2	13	-4	1	2
Cc1cccc(-c2nnc(SCc3cc(=O)[nH]c4ccccc34)n2C)c1	-14	-2	0	0	0	-1	-1	1	-4
CNc1ccc(C(=O)N2CCN(S(=O)(=O)c3ccc4c(c3)OCCCO4)CC2)cc1[N+](=O)[O-]	7	3	2	6	-2	-1	-2	2	6
O=C(CN1C(=O)NC2(CCCC2)C1=O)Nc1cccc(-c2nnc3n2CCCCC3)c1	-5	2	5	2	1	1	2	5	-1
CS(=O)(=O)N(CC(=O)NCCSC1CCCCC1)c1cccc(F)c1	-10	-2	3	-4	-2	5	5	-6	-8
CC1=NN(c2ccccc2)C(=O)/C1=C/c1cn(C)c2ccccc12	15	4	5	8	0	-4	-2	-9	5
Cc1ccccc1NS(=O)(=O)c1ccc2[nH]cc(C(=O)NCCCN3CCOCC3)c(=O)c2c1	-5	-4	7	13	-1	-5	9	-12	-8
OCCC1CN(Cc2cnc(-c3cccc4ccccc34)nc2)CCN1C1CCCCC1 (stereo unspecified)	11	0	2	14	4	3	-3	0	4
Cc1c(NC(=O)CN2CCN(c3ccccc3)CC2)c(=O)n(-c2ccccc2)n1C	4	7	7	-2	0	4	-1	3	6
O=C(Nc1ccc(F)cc1)NC1(C(=O)NCc2cccs2)CCCCC1	-1	1	8	-1	-1	4	6	-3	0
Clc1ccc2c(N/N=C/c3ccccc3Br)ccnc2c1	7	-3	2	4	-4	2	-6	0	-1
Cc1c(Cl)cnc(NC(=O)COC(=O)c2ccc3ncsc3c2)c1Cl	7	-2	4	-1	2	6	47*	6	1
COCCCNC(=O)c1c[nH]c2ccc(S(=O)(=O)N3CCc4ccccc43)cc2c1=O	8	-8	3	1	0	-10	9	2	-7
Cc1cc(C)c(S(=O)(=O)N2CCN(C(=O)C(C)Cn3nc(C)nc3C)CC2)c(C)c1 (stereo unspecified)	-4	2	10	0	-3	-1	2	5	-4
COc1ccc(C(=O)Nc2ccc(S(=O)(=O)Nc3nccc(C)n3)cc2)cc1OC	3	-5	13	5	-2	4	1	-5	-3

Profiles, looked up by structure. Screens in order: ZTA counter | LYPLA1 counter | PAFAH1B3 inh | PREPL inh | PAD4 FP inh | GSTO1 inh | PAFAH2 inh | EBNA-1 inh | LYPLA2 counter
Cc1c(Cl)cnc(NC(=O)COC(=O)c2ccc3ncsc3c2)c1Cl in the list: 7 | -2 | 4 | -1 | 2 | 6 | 47* | 6 | 1
Cc1cc(C)c(S(=O)(=O)N2CCN(C(=O)C(C)Cn3nc(C)nc3C)CC2)c(C)c1 (stereo unspecified) in the list: -4 | 2 | 10 | 0 | -3 | -1 | 2 | 5 | -4
Clc1ccc2c(N/N=C/c3ccccc3Br)ccnc2c1 in the list: 7 | -3 | 2 | 4 | -4 | 2 | -6 | 0 | -1
Cc1ccccc1NS(=O)(=O)c1ccc2[nH]cc(C(=O)NCCCN3CCOCC3)c(=O)c2c1 in the list: -5 | -4 | 7 | 13 | -1 | -5 | 9 | -12 | -8

More entries follow.
SMILES	ZTA counter	LYPLA1 counter	PAFAH1B3 inh	PREPL inh	PAD4 FP inh	GSTO1 inh	PAFAH2 inh	EBNA-1 inh	LYPLA2 counter
CC(=O)Nc1ccc(C(=O)OCC(=O)Nc2ccc([N+](=O)[O-])cc2C(F)(F)F)cc1	6	0	3	7	-2	-3	40*	-7	1
CC(=O)c1nn(-c2cccc(Br)c2)cc1C(=O)c1ccc(Br)cc1	-4	2	5	4	3	3	-3	-1	2
COc1ccc(C(=O)C2CCCN(Cc3ccc4nonc4c3)C2)cc1OC (stereo unspecified)	-7	-1	-2	-3	1	11	2	4	3
Cc1ccc(Cl)cc1N1CCN(C(=O)C2CCN(S(=O)(=O)c3cnc[nH]3)CC2)CC1	3	2	5	16	-1	4	0	7	-3
Cc1cc(OCC(=O)NCC(C)C)cc(C)c1Br	1	-1	1	9	3	-10	2	-9	6
CS(=O)(=O)Nc1ccccc1C(=O)Nc1ccccc1Cl	-21	3	-1	19	-1	2	0	-2	6
COc1ccc(C(=O)NC(=S)NNC(=O)c2ccc3ccccc3n2)cc1	6	-1	13	9	0	2	-8	-1	4
N#Cc1c(-c2ccccc2)c(-c2ccccc2)n[nH]c1=O	-4	1	-1	-1	0	0	-1	-4	-4
C=CCN1C=C2C(=O)C(C)(OC(=O)CCc3ccccc3)C(=O)C=C2C=C1c1ccc(C#N)cc1 (stereo unspecified)	-5	-1	6	15	-4	17	6	-5	9
O=C(COc1ccc2ccccc2c1Br)N1CCCCC1	-8	-4	-3	21	4	3	-2	0	-2
CCOC(=O)C(=O)NCC(c1ccco1)S(=O)(=O)c1cccs1 (stereo unspecified)	0	4	7	-10	2	10	0	14	2
CCOC(=O)C1=C(CS(=O)(=O)c2ccc(F)cc2)NC(=O)NC1c1cc(OC)c(O)c(OC)c1 (stereo unspecified)	-1	0	7	17	5	-1	4	-14	7
Cc1noc(C)c1COc1ccc(C(=O)N2CCN(S(=O)(=O)c3ccc(Cl)cc3)CC2)cc1	7	-1	-1	-5	-4	8	1	-8	-1
COc1ccc(NC2CCCN(C(=O)CCc3ccccc3F)C2)cc1 (stereo unspecified)	0	3	-1	18	1	3	2	6	2
Cc1ccc(-c2c(C(=O)N/N=C/c3ccncc3)nnn2-c2nonc2N)cc1	-8	0	0	5	-2	-3	1	1	21
N#Cc1ncc(Cl)c2ccccc12	-9	0	6	-4	-3	5	1	-3	2
CC(NC(=S)Nc1c(Cl)cccc1OC(F)F)C(C)(C)C (stereo unspecified)	24	5	1	2	2	-2	1	9	2
CCOc1ccc(Nc2nc(N)c([N+](=O)[O-])c(N3CCN(CC)CC3)n2)cc1	-17	5	5	9	-2	2	5	-1	9
Cc1ccc(NC(=O)C2CC(=O)N/C(=N/N=C/c3ccco3)S2)cc1 (stereo unspecified)	22	1	1	-3	-2	6	5	4	0
CCn1c(SCC(=O)Nc2cc(C)on2)nnc1-c1cccc(C)c1	19	-1	7	0	2	-1	-1	3	0
O=C(CN(C(=O)c1csnn1)c1ccccc1F)NCc1ccccc1	0	4	4	17	5	5	-1	-1	4
Cc1ccc(N2CN(Cc3ccco3)CNC2=S)cc1	19	0	1	-1	0	-1	7	8	5
COC(=O)CCCC1=CC2=CC(=O)C(C)(OC(=O)c3cnc4ccccc4n3)C(=O)C2=CO1 (stereo unspecified)	-7	20*	/	14	32*	38*	/	15	24
CCOC(=O)N1CCN(C(=O)C2CC(c3ccccc3OC)=NO2)CC1 (stereo unspecified)	-4	7	7	13	0	7	4	0	9
COc1cc(/C=N/NC2=NCCCCC2)ccc1O	-6	3	9	3	0	4	-2	-2	12
O=C(NCCCN1CCOCC1)C(=O)N/N=C/c1cccc2ccccc12	-24	0	2	3	0	-1	7	5	8
COC(=O)c1c(NC(=O)C(=O)NCC2CCCO2)sc2c1CC(C)(C)OC2 (stereo unspecified)	-14	1	7	10	1	10	7	-5	4
COC(=O)[C@@H](NC(=O)Nc1ccc(C(C)=O)cc1)C(C)C	12	2	6	5	0	27	-4	4	-4
COc1ccc(-c2nc3c4ccccc4ccn3c2CN2CCOCC2)cc1OC	7	-1	1	3	2	1	-1	1	6
CCSc1nnc(NC(=O)NC2CCCCC2)s1	-25	2	-3	11	-6	4	3	-10	2
O=C(CNC(=O)C(c1ccccc1)c1ccccc1)OCc1ccccc1	-5	1	5	6	0	7	2	4	-5
CCN(c1ccccc1)S(=O)(=O)c1ccc(F)cc1C	9	2	12	-7	1	2	6	18	7
Cc1cc(SCc2ccccc2F)nc(=O)[nH]1	7	1	4	11	-5	1	6	-4	1
O=C(Nc1ccccc1)Nc1nnc(SCc2ccc(Cl)cc2)s1	-3	-9	-7	8	0	3	-2	1	-10
O=C(CSc1nc2cccnc2n1Cc1ccccc1)N1CCCC1	10	1	4	16	-2	-4	16	-8	5
O=C(CSc1nc2ccccc2c(=O)n1-c1ccccc1F)NC1CC1	/	/	5	13	-1	/	0	/	/
Cc1ccc(C(=O)COc2ccccc2C(=O)Nc2ccccc2)cc1	-18	2	4	11	5	-3	-20	-6	1
COc1ccc(Oc2coc3c(CN4CCOCC4)c(O)ccc3c2=O)cc1	-8	1	-5	9	3	6	-9	5	7
COCCn1nnnc1C(c1ccccn1)N1CCN(c2cc(C)ccc2C)CC1 (stereo unspecified)	1	-1	12	5	3	-4	3	0	4
CCC(C)c1ccc(NC(=O)C/C(C)=N/NC(=O)c2cnccn2)cc1 (stereo unspecified)	15	-2	4	-6	0	-2	2	9	-10
CC(C)(C)c1ccccc1NC(=O)c1ccc2c(c1)SC1=NS(=O)(=O)CCN12	6	1	15	7	2	-3	7	9	1
CN1CCN(c2ccc(NC(=S)NC(=O)c3cccc4c(Cl)cccc34)cc2)CC1	2	0	-3	10	3	2	-5	0	-6
Nc1nc(N)nc(-c2cc(O)ccc2O)n1	13	-1	5	3	-4	/	-10	/	6
CN(C(=O)Cc1c(C(=O)O)n(C)c2ccccc12)c1ccc(Cl)cc1	-3	-4	-4	-2	-3	-1	4	-15	-1
Cc1ccc(NC(=O)C2CCN(S(=O)(=O)c3cccc4cccnc34)CC2)nc1	5	-1	1	-1	0	2	0	9	0
COc1cccc(OC)c1C(=O)N1CCN(Cc2ccccc2C(F)(F)F)CC1	15	-2	-3	-2	-2	1	0	-4	-4
CCN(CC(=O)Nc1c(F)cccc1F)C(=O)CSCC(=O)Nc1cccc(C)c1	6	3	6	-10	-1	3	10	3	7
COC(=O)C1=CN(C)C=C(C(=O)OC)C1c1ccc(Cl)cc1Cl	12	-3	4	2	-1	-1	-4	8	5
CCc1ccccc1NC(=O)CSc1nc2c(c(-c3ccco3)c1C#N)CCCC2	0	2	0	7	3	4	3	-1	7
Cc1ccc(NS(=O)(=O)c2cc([N+](=O)[O-])ccc2N/N=C/c2sc(N3CCOCC3)nc2-c2ccccc2)c(C)c1	-3	-1	2	2	-9	0	5	1	-3
CCCc1nc(SCC(=O)Nc2ccc(N3CCOCC3)cc2)c2ccccc2n1	5	4	5	-3	2	2	-2	20	5

Compound activity as filed in PubChem BioAssay.

These rows are one share of the data; rates above refer to the full screens.
